# sPLA2-III inh: Blocks human group III sPLA2 activity; QFRET BODIPY PC-A2 liposome hydrolysis, fluorescence; inhibition, % at 12.2 µM; hit rate 0.56% among 370,000; AID 743126;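 active = inhibition above mean plus 3 SD of compounds lying within the high and low control bounds, cut at about 19% in these data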;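 also: 0% = median of test compound wells and 100% = no enzyme DMSO wells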
# hgDAF-12 ag: agonists of H. glycines DAF-12 nuclear receptor; HEK293 GAL4-hgDAF12 UAS-luciferase reporter, agonist luminescence; normalized to butyrate control; activation, % at 6.8 µM; hit rate 1.8% among 370,000; AID 687014;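 active = activation above a cutoff set at the mean of all screened compounds plus 3 SD, cut at about 10% in these data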;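 also: 0% = DMSO wells and 100% = sodium butyrate wells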
# DAX1 inh-1: blocks DAX1 repression of SF-1 activated StAR promoter. HEK293T StAR-luciferase reporter, SF-1/DAX-1 repression relief. inhibition, % at 6.8 µM. hit rate 1.1% among 370,000. AID 652010;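 active = inhibition above the mean over all tested compounds plus 3 SD, cut at about 3.6% in these data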;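 also: 0% = DAX-1 cells with DMSO and 100% = cells lacking DAX-1 with DMSO; higher inhibition means more luminescence from relief of DAX-1 repression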
# SMARCA2 act: activators of SMARCA2 function. activation, % at 9.1 µM. AID 652017. hit rate 1% among 370,000. MG213 cells, MMTV-luciferase reporter, dexamethasone, overnight; in the data active = activation above about 7.8%;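 also: 0% = vehicle wells and 100% = reference activator wells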
# NR1D1 modulator: Rev-erb alpha (human) modulation | activity, % at 10 µM | AID 1259318 | Rev-erbα–FITC-DNA binding, fluorescence polarization, 90 min | hit rate 0.79% among 370,000;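 active = activity above about 14%, limit read from the data; passing the limit was not always enough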;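 also: 0% = DMSO wells with 35 nM protein and 100% = DMSO wells with 750 nM protein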
# PG9 binder: binds the HIV-1 gp120 antibody PG9 | TR-FRET gp120-PG9 antibody binding | inhibition, % at 6.7 µM | hit rate 0.43% among 360,000 | AID 624416; in the data active = inhibition above about 8.5%
# hcDAF-12 act: activates DAF-12 receptor from parasite H. contortus; activation, % at 6.8 µM; hit rate 1.4% among 370,000; HEK293 hcDAF-12 lit1-tk-luc reporter, luminescence; 0% DMSO, 100% Δ7-dafachronic acid;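 active = activation above the mean of all tested compounds plus 3 SD, cut at about 5.5% in these data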;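 also: 100% = response to 3 µM Δ7-dafachronic acid high control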
# DAX1 inh-2: inhibitors of human orphan nuclear receptor DAX1 (NR0B1). HEK293 Gal4-DAX1 luciferase reporter, luminescence. inhibition, % at 6.75 µM. AID 504766. hit rate 0.99% among 340,000. P51843;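 active = inhibition above the mean over all tested compounds plus 3 SD, cut at about 4.2% in these data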;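 also: 0% = DAX1-transfected cells with DMSO and 100% = empty-vector control cells with DMSO; inhibition shows as a rise in luminescence from relieved DAX1 repression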
# PLC-beta3 inh: inhibitors of human phospholipase C beta3; inhibition, % at 12.2 µM; Q01970; Purified PLC-beta3, fluorogenic substrate, fluorescence; hit rate 0.18% among 370,000; in the data active = inhibition above about 11%;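 also: 0% = median of compound wells on plate and 100% = full blocker control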
# Target sequence (Q01970 whole entry, looked up): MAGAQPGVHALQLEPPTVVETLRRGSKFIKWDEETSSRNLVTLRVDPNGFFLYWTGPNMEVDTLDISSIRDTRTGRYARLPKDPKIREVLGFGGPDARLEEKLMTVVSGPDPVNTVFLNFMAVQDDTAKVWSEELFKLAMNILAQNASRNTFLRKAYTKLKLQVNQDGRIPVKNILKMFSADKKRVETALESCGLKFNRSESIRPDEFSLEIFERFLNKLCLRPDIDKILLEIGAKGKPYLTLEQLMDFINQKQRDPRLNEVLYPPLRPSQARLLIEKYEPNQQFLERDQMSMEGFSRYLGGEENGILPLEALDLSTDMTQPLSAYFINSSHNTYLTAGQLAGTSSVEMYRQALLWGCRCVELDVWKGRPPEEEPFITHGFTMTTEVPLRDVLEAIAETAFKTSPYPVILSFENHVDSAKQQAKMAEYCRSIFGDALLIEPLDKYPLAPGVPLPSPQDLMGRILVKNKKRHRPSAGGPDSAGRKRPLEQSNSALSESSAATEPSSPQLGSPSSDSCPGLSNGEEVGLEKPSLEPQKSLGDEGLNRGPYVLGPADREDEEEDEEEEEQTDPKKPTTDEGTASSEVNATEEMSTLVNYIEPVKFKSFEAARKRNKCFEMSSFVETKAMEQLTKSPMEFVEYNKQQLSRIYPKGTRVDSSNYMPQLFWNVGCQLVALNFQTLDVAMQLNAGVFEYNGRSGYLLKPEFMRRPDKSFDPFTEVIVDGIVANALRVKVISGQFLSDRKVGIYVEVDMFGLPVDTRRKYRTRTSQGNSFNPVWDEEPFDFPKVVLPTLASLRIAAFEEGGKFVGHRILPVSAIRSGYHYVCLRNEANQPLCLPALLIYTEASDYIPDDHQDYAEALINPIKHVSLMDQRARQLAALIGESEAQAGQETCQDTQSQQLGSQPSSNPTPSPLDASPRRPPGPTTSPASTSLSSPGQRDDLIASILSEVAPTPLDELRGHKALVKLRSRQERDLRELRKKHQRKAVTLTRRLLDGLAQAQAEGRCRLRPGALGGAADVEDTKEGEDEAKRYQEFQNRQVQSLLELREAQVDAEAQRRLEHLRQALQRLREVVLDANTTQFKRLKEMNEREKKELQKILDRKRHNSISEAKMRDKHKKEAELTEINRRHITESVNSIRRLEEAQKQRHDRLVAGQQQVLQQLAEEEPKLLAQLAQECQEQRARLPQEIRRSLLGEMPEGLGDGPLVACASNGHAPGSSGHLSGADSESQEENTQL
# ssDAF12 agonist: S. stercoralis DAF-12 activation, primary screen; HEK293 ssDAF-12/GRIP1 lit1-tk-luc reporter, luminescence; % of 3 µM dafachronic acid response; activation, % at 6.8 µM; hit rate 1% among 370,000; AID 652126;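 active = activation above the mean over all tested compounds plus 3 SD, cut at about 0.9% in these data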;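 also: 0% = DMSO-only wells and 100% = 3 µM delta7-dafachronic acid wells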
# GAA850 FXN act: increases GAA850 frataxin promoter reporter activity; AID 540364; hit rate 0.56% among 360,000; activation, % at 6 µM; HEK293 lucGAA850 FXN promoter luciferase reporter, 24 h; percent of 10 µM SAHA response;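 active = activation above the average of all compounds screened plus 3 SD, cutoff fixed separately per campaign, cut at about 7.5% in these data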;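 also: 0% = DMSO wells and 100% = 10 µM SAHA wells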
# Starred values were filed as active, the others as inactive; i = inactive; . = no result given.
SMILES,sPLA2-III inh,hgDAF-12 ag,DAX1 inh-1,SMARCA2 act,NR1D1 modulator,PG9 binder,hcDAF-12 act,DAX1 inh-2,PLC-beta3 inh,ssDAF12 agonist,GAA850 FXN act
CCOC(=O)c1cnc(SCc2ccc(C(C)(C)C)cc2)nc1N,-2,-0.9,0.3,-4,5,-2.2,-1.2,-2.0,2,-1.5,-1.1
C[C@@H]1CN([C@@H](C)CO)C(=O)CCCn2cc(nn2)CO[C@H]1CN(C)S(=O)(=O)c1ccc2ccccc2c1,2,-3.9,0.1,-2,2,1.1,-1.1,-0.7,-2,-1.2,0.6
CC(OC(=O)Nc1ccccc1)C(=O)OC1CCCCC1 (stereo not drawn),10,0.8,0.7,-1,3,0.6,2.4,1.1,1,-0.6,2.4
COc1ccc(NC(=O)c2cc(-c3ccccc3)on2)cc1OC,0,-1.1,-0.3,-2,-4,2.1,0.1,2.4,-2,-1.9,-0.1
CC(=O)N1CCN(c2ccc(N3CCN(Cc4ccccc4)[C@@H](C)C3)c(C)c2)[C@@H](C)C1,4,3.9,-1.4,-3,8,1.2,-1.2,.,0,-1.0,.
COc1ccc(C(=O)N2CCCC(C)(C(=O)NS(=O)(=O)C3CC3)C2)c(OC)c1 (stereo not drawn),6,3.5,0.5,3,0,-0.2,0.0,.,4,-1.2,-0.8
COc1ccc(Cn2nnnc2CN2CCc3ccccc3C2)cc1,-15,0.8,0.7,-5,-4,0.1,0.2,1.7,-1,-0.5,0.9
O=C(CCNC(=O)c1ccco1)Nc1cccc(Br)c1,-1,1.0,0.9,-3,0,0.1,-0.8,-1.3,4,-1.4,-2.5
CCc1nc(N2CCC3(CC2)OCCO3)c2nnn(Cc3ccccc3Cl)c2n1,4,1.1,-0.4,0,0,0.6,-1.8,-0.1,1,-1.2,0.5
COc1cc2c(cc1OC)-c1cc3ccc4c(c3c[n+]1CC2)OCO4,-14,-2.1,-0.1,-2,27*,-11,-0.8,-0.8,i,-1.6,-0.3
CCS(=O)(=O)N1CCC(C(=O)Nc2cc([N+](=O)[O-])ccc2C)CC1,-1,-0.9,0.2,4,-5,-0.3,-1.0,0.5,-1,-1.7,-0.5
COc1ccc(C(=O)Nc2ccc(S(=O)(=O)Nc3nccc(C)n3)cc2)cc1,-5,1.6,-0.1,2,5,-1.4,-1.2,1.7,-4,-1.5,-0.2
CN(C(=O)CN1C(=O)NC(C)(CCc2ccccc2)C1=O)c1ccccc1 (stereo not drawn),7,2.6,-1.2,0,0,0.4,1.0,2.2,-7,-0.3,1.7
O=[N+]([O-])c1ccc(O)c(/C=N/Nc2nn[nH]n2)c1,-8,0.4,0.5,-2,5,-1.8,-2.3,0.7,2,-0.8,-0.2
CC(C)(C)SCCNC(=O)c1ccc(Cl)c(S(=O)(=O)N2CCOCC2)c1,-4,-3.4,-1.5,-4,-3,-1.6,-2.3,-2.8,0,-1.5,-1.2
CCc1nc2ccc(C(=O)NCCOc3ccc(OC)cc3)cn2c1N(CC)CCN(C)C,-8,-1.0,-0.4,-4,0,1.0,-1.3,.,1,0.1,-1.6
Cc1c(Cl)cccc1NC(=O)CC1NCCNC1=O (stereo not drawn),3,-1.5,-0.4,-1,-1,0.5,0.5,3.7,0,-1.2,1.6
COC(=O)C1=C(C)Nc2ncnn2C1c1ccccn1 (stereo not drawn),0,-1.6,1.0,-1,-4,3.5,-1.0,-0.3,4,-1.0,-0.4
CCOC(=O)C1=CN(Cc2cccc(F)c2)S(=O)(=O)N(CC)C1c1ccccc1 (stereo not drawn),3,-2.9,0.0,-5,-2,-2.0,-0.1,0.5,-4,-1.1,0.3
CC1CCN(CCOc2ccccc2-c2ccccc2)CC1,11,2.3,-0.9,-4,8,-0.2,-2.1,-0.1,2,-1.7,1.8
N#C/C(=C\c1c[nH]c2ccccc12)C(N)=O,-5,2.3,0.7,3,7,0.3,1.7,-1.0,-1,-0.7,1.1
Cc1cccnc1CN1CCN(C(=O)CCc2nnc(CCc3ccccc3)o2)CC1,-3,4.7,0.7,3,2,0.5,0.5,0.4,-8,-1.3,2.7
C/C(=N/NC(=O)c1ccc(Br)o1)c1cccc(NC(=O)c2ccc(F)cc2)c1,-3,8.2,3.0,7,-1,-1.5,3.8,2.6,-4,-0.1,2.7
COc1cccc(OC)c1C(=O)NCCSC1CCCCC1,-1,2.0,0.1,0,-1,0.9,-1.3,-1.0,2,-1.1,0.1
C/C(=N\NC(=O)c1ccc(NS(=O)(=O)c2cccs2)cc1)c1ccncc1,-7,2.6,1.1,-4,-3,-1.7,-1.4,-0.6,-8,-0.7,5.0
CC(=O)C(=Cc1ccc(O)cc1)C(C)=O,-11,-0.2,0.1,0,3,0.4,-2.3,-0.1,-8,-0.8,0.5
CS(=O)(=O)n1nc(C(=O)N2CCOCC2)nc1N,0,-1.8,0.3,-1,-5,1.0,0.4,2.2,4,0.5,-0.4
Cc1ccccc1OCC(=O)NCCS(=O)(=O)N1CCN(c2ccc(F)cc2)CC1,-7,1.1,-0.5,-3,-3,-0.2,-1.2,1.6,-2,-1.5,0.8
Cc1nn(Cc2ccc([N+](=O)[O-])cc2)c(=O)n1-c1ccc(Cl)cc1,1,-0.9,-1.3,-5,-8,-1.4,-0.9,-0.3,1,-0.8,-1.4
Cc1cc(C)cc(NC(=O)CC2NCCNC2=O)c1 (stereo not drawn),5,0.1,-0.1,0,3,-3.4,-1.0,-0.1,3,-1.4,-0.8
CCOC(=O)c1c(N)nn(C(=O)c2ccccc2)c1-c1ccccc1,-2,-0.8,-0.6,0,-1,-0.2,-0.8,0.1,2,-0.9,2.1
CC(=O)N1C[C@@H](CO)[C@@H](N(C)C(=O)C(C)(C)C)C[C@H]1c1ccccc1,2,2.9,-0.3,0,7,0.7,-0.5,.,-3,-0.3,.
CCOC(=O)N1CCN(C(=O)CCN2C(=O)COc3ccc(C)cc32)CC1,2,0.3,-1.2,-4,1,-1.6,1.4,-0.1,0,-0.5,-0.7
O=c1c(Cc2c(F)cccc2Cl)c(O)ccn1CCCn1ccnc1,-2,1.9,0.4,0,-6,-0.8,0.1,4.3*,1,-1.0,4.0
Cc1c(-c2ccccn2)c(=O)[nH]n1-c1ccc(F)cc1,-2,26*,4.2*,1,0,-1.1,15*,1.6,2,1.8*,2.3
CC(=O)NCCCc1nc2ccccc2n1Cc1ccc(C)cc1,2,-3.5,0.2,-3,-4,-2.0,-1.1,0.5,8,-1.1,0.8
C[C@H]1COC(=O)[C@H](CC(=O)OC(C)(C)C)C/C=C\C[C@H](CC(=O)N(CCO)Cc2ccccc2)C(=O)N1,4,-3.0,-0.5,1,-1,0.0,-1.7,-0.3,0,-1.1,0.2
NC(=O)c1ccsc1NC(=O)C1CCCN1S(=O)(=O)c1ccc(Cl)cc1 (stereo not drawn),-3,-0.7,0.1,-1,-5,-0.9,-0.9,2.9,3,-1.7,-2.2
COc1cc(C(=O)NC2CCCc3c2cnn3-c2ccccc2F)cc(OC)c1OC (stereo not drawn),3,-3.7,-1.1,-3,-1,1.0,-4.8,-2.0,-3,-1.9,-0.1
COC(=O)c1cn[nH]c1NC(=S)Nc1ccc(Cl)c(Cl)c1,-13,5.9,2.5,0,3,-2.3,2.5,1.7,1,-1.0,-1.3
Cc1ccc(NC(=O)CSc2nnc(C)c(=O)n2N)cc1,2,-0.5,-0.3,0,1,-0.2,-1.3,0.3,-3,-1.1,1.6
CCn1cc(C(=O)O)c(=O)c2cc(F)c(N3CCN(S(=O)(=O)c4ccc5c(c4)OCCO5)CC3)cc21,7,-5.9,0.2,-4,-8,0.9,-0.9,2.1,-7,-1.6,-0.2
COc1ccc(NC(=O)NCc2ccccn2)c(OC)c1,5,3.2,0.0,1,2,-2.6,-0.3,0.2,-2,-1.2,-0.2
CCOC(=O)C1CCCN(C(=O)CNC(=O)c2nn(-c3ccc(OC)c(Cl)c3)c(=O)c3ccccc23)C1 (stereo not drawn),0,-1.7,-0.8,-4,5,1.4,-1.2,-1.0,-212,-1.0,-2.0
C=COCCNC(=O)Nc1ccc(Cl)c(Cl)c1,-1,1.7,0.3,8.2*,.,-0.8,-1.4,-1.1,4,-0.9,1.0
COc1ccc(NC(=O)CCCNC(=O)c2ccc(Cl)cc2)cc1OC,4,-2.0,-0.3,3,-1,-1.8,-2.2,1.5,4,-0.9,-0.5
Cc1cc(=O)[nH]c(N/N=C/c2ccc(O)c(O)c2)n1,1,2.5,-0.3,-2,-1,-5.1,1.8,0.6,-11,-0.6,-1.7
Cc1cc(Cl)c(S(=O)(=O)N2CCCC2)cc1OCC(=O)NC1CCCCC1,-7,-8.9,-3.5,-8,-3,-0.8,-4.2,-2.1,12*,-2.4,-5.1
O=C(c1ccc(N2CCCCC2)c([N+](=O)[O-])c1)N1CCOCC1,0,3.9,-1.5,-4,-5,-0.8,-0.5,1.0,1,-1.2,1.9
CC12CCC(=O)N1C(C(=O)Nc1ccc(SC(F)F)cc1)CS2 (stereo not drawn),-1,-0.1,-0.8,-1,2,-0.6,-0.8,0.0,0,-1.2,0.5
Cc1ccc(C)c(CC(=O)N2CCCC(c3cc(C(=O)Nc4ccccc4Cl)no3)C2)c1 (stereo not drawn),-7,0.3,-1.0,-4,0,-0.5,-1.7,.,2,-0.4,0.3
COCCn1c(=S)[nH]c2cc(C(=O)N3CCc4ccccc4C3)ccc2c1=O,7,-1.6,0.5,5,2,-0.7,-0.9,-0.6,-7,-0.7,-1.8
CCCOc1cccc(C(=O)N(Cc2ccco2)C2CCS(=O)(=O)C2)c1 (stereo not drawn),-4,-0.2,0.1,1,1,0.5,0.6,-0.5,-3,-1.2,0.6
Cc1cc(C)n(CC(=O)N/N=C/c2c[nH]c3ccccc23)n1,-5,2.0,-0.5,-3,-2,-1.8,3.9,-0.6,-3,0.8,-0.3
C[C@H](CO)N1C[C@H](C)[C@@H](CN(C)Cc2ccc(-c3ccccc3)cc2)Oc2c(NC(=O)Nc3ccc4c(c3)OCO4)cccc2C1=O,6,-0.1,-0.6,1,-2,0.5,-1.5,-0.8,-7,-1.2,-0.8
NC(Cc1ccc(C(F)(F)F)cc1)c1csc(Nc2cc(Oc3ccccc3)ncn2)n1 (stereo not drawn),25*,-2.7,-0.3,-2,9,-0.1,1.0,.,-12,-1.3,0.2
CCOC(=O)c1ccc(N2C=C(C(=O)OC)C(c3cccc(O)c3)C(C(=O)OC)=C2)cc1,-12,0.1,-0.5,-2,22,-1.4,-1.7,-0.6,-80,-1.7,0.8

# Source: PubChem (several laboratories)
